Assay outcomes: PubChem, several laboratories
Cdc42 wt GTP – modulators (inhibitors or activators) of GTP binding to human Cdc42 wildtype | P60953 | GST-Cdc42 beads, Bodipy-GTP binding, flow cytometry; actives lie on both sides | percent activity (GTP binding), % at 10 µM | 190,000 compounds, 0.2% hits | AID 761;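 active means percent activity GTP binding at least 20 points away from the 100% baseline, either down as inhibitor or up as activator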;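 further: median bead fluorescence of bound Bodipy-FL-GTP at 100 nM; 0% = excess unlabeled GTP control and 100% = no compound control; below 100% means less GTP binding so inhibitor and above means activator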
Target sequence (P60953 whole entry, looked up): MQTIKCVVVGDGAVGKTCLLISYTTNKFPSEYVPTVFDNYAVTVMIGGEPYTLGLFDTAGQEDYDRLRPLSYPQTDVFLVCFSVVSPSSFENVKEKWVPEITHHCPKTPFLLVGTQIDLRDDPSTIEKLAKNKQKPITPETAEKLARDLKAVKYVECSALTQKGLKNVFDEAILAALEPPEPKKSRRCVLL
Mcl1-Bid inh – Mcl-1/Bid interaction inhibition. Q07820. TR-FRET Mcl-1/Bid-Dy647 peptide binding, 1536-well. inhibition, % at 21.7 µM. 220,000 compounds, 0.97% hits. AID 1021;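 active means compounds that cut the binding signal by more than half at the single screening dose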;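 further: His-tagged Mcl-1 with europium anti-His antibody binding Bid BH3 peptide; 0% = Mcl-1 plus peptide wells and 100% = peptide-only wells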
Target sequence (Q07820 whole entry, looked up): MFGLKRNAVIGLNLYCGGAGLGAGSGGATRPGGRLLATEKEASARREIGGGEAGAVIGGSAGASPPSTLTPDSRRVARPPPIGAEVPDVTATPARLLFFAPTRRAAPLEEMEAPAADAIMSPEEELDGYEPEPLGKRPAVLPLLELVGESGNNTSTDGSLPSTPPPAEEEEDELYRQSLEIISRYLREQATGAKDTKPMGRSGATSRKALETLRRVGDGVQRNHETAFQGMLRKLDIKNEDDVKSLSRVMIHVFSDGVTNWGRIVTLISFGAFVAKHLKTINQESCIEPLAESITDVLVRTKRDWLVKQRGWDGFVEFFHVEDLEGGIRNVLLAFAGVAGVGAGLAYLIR
Rac1 mut GTP – alters GTP binding to activated mutant human Rac1; P63000; GST-Rac1 activated beads, fluorescent GTP binding, flow cytometry; actives lie on both sides; 100% means binding = to untreated wells; percent activity (GTP binding), % at 10 µM; 190,000 compounds, 0.11% hits; AID 764;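 active means GTP binding at least 20 percentage points away from the 100% baseline, in either direction, so actives lie on both sides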
Rab2A wt mod – changes GTP binding to wildtype dog Rab2A, up or down; GST-Rab2 wt beads, Bodipy-GTP binding, flow cytometry; GTP binding activity, % at 10 µM; 190,000 compounds, 0.19% hits;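 active means GTP binding activity at least 20 points away from 100%, either lowered or raised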;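 further: 0% = beads with excess unlabeled GTP and 100% = no-compound control corrected for plate trend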
Mcl1 Noxa PPI – Mcl-1/Noxa interaction inhibition | inhibition, % at 21.7 µM | TR-FRET Mcl-1/Noxa peptide binding, 2 h | 220,000 compounds, 1.5% hits | Q07820 | AID 1022;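 active means compounds that cut the protein-peptide binding signal by more than 50% relative to plate controls in a single-dose test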;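 further: His-tagged Mcl-1 with rhodamine Noxa BH3 peptide and terbium anti-His antibody; 0% = Mcl-1 plus Noxa peptide wells and 100% = peptide-only wells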
Rab7 wt GTP bind – modulators of GTP binding to dog Rab7 wildtype GTPase. GST-Rab7 beads, fluorescent GTP binding, flow cytometry; actives lie on both sides; untreated = 100%, excess cold GTP = 0%. GTP binding activity (percent of control), % at 10 µM. 190,000 compounds, 0.055% hits;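 active means fluorescent GTP binding to Rab7 beads changed by at least 20 points from the 100% baseline, either direction, mostly lower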;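 further: median green fluorescence of bound Bodipy-FL-GTP per Rab7 bead population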
Avidin fluor – compound fluoresces at 488/530 nm on avidin beads; compound fluorescence 488/530 nm, flow cytometry; stronger effect = higher value; fluorescence (KMESF) at 10 µM; 220,000 compounds, 0.38% hits; in the data active means fluorescence above about 47; further: inactives centre near 10
Pf gametocyte – P. falciparum stage V gametocyte viability inhibition; 150,000 compounds, 0.065% hits; inhibition, % at 10.9 µM; P. falciparum stage V gametocytes, ATP luminescence, 24 h;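 active means inhibition above the mean plus 3 SD of compounds within the control limits, set per campaign, cut at about 38% in these data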;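 further: 0% = DMSO wells and 100% = medium only without gametocytes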
HRas wt GTP bind – modulators of GTP binding to human HRas wildtype. P01112. GST-Ras wt beads, Bodipy-FL-GTP binding, flow cytometry; actives lie on both sides. GTP binding activity, % at 10 µM. 190,000 compounds, 0.14% hits. AID 759;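 active means GTP binding activity at least 20% away from the 100% baseline, either lowered as inhibitor or raised as activator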;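 further: 0% = unlabeled GTP competition control and 100% = no-compound control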
Target sequence (P01112 whole entry, looked up): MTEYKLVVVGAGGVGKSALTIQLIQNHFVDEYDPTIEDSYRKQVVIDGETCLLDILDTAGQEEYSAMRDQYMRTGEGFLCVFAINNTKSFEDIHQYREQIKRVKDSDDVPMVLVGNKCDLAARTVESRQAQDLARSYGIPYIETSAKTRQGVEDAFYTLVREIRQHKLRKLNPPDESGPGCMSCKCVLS
GSH bead fluor – GSH bead compound fluorescence profile; GSH beads flow cytometry, compound fluorescence 488/530 nm; stronger effect = higher value; fluorescence (KMESF) at 10 µM; 190,000 compounds, 0.25% hits; in the data active means fluorescence above about 89;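 further: glutathione beads carrying GST-tagged Bcl family fusion proteins plus one bare bead set; values are compound well signal with DMSO vehicle wells as background; inactives centre near 16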
Rac1 wt modul – human Rac1 wildtype GTP binding, inhibitors and activators. P63000. GST-Rac1 beads, fluorescent GTP binding, flow cytometry; actives lie on both sides; 0 = cold GTP competed, 100 = untreated. GTP binding activity (% of control), % at 10 µM. 190,000 compounds, 0.27% hits;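 active means GTP binding activity at least 20 points away from the 100% control level, either lower or higher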
Active calls of the source: *; x = not tested or not shown.

Abbreviations: A = Cdc42 wt GTP; B = Mcl1-Bid inh; C = Rac1 mut GTP; D = Rab2A wt mod; E = Mcl1 Noxa PPI; F = Rab7 wt GTP bind; G = Avidin fluor; H = Pf gametocyte; I = HRas wt GTP bind; J = GSH bead fluor; K = Rac1 wt modul
COc1ccc(-c2nc(-c3cccc(C)c3)nc(Cl)c2C#N)cc1
  A: 94.0; B: 10.2; C: 95.0; D: 88.0; E: -41.0; F: 97.0; G: 24; H: x; I: 91.0; J: 19; K: 97.0
Cc1cc(C(=O)OCC(=O)c2cccs2)c2ccccc2n1
  A: 98.0; B: -4.9; C: 97.0; D: 99.0; E: 6.6; F: 102.0; G: 18; H: x; I: 99.0; J: 19; K: 94.0
Nc1nc(Cl)nc2c1ncn2[C@@H]1O[C@H](CO)[C@@H](O)[C@H]1O
  A: 99.0; B: -2.1; C: 97.0; D: 101.0; E: -2.4; F: 104.0; G: 7; H: x; I: 100.0; J: 19; K: 98.0
Cc1cc(Nc2ccc(F)c(Cl)c2)n2ncnc2n1
  A: 100.0; B: -20.8; C: 98.0; D: 97.0; E: -22.3; F: 93.0; G: 4; H: x; I: 94.0; J: 12; K: 99.0
CCOc1ccc(NC(=O)CCN2C(=S)NC(C)(C)CC2C)cc1 (stereo not given)
  A: 103.0; B: -54.4; C: 101.0; D: 106.0; E: -1.0; F: 109.0; G: 12; H: -25.8; I: 104.0; J: 10; K: 106.0
COc1ccc(C)cc1S(=O)(=O)N(C)CC(=O)NC1CCCCC1
  A: 100.0; B: -2.9; C: 100.0; D: 101.0; E: 16.9; F: 98.0; G: 16; H: 18.4; I: 98.0; J: 39; K: 100.0
COc1ccc2nc(NC(=O)C3CCCN(S(=O)(=O)c4c(C)noc4C)C3)sc2c1 (stereo not given)
  A: 99.0; B: -3.8; C: 98.0; D: 99.0; E: 16.2; F: 96.0; G: 7; H: x; I: 99.0; J: 15; K: 98.0
Nc1nnc(Sc2ncccc2[N+](=O)[O-])s1
  A: 95.0; B: -26.2; C: 94.0; D: 96.0; E: -18.6; F: 100.0; G: 23; H: x; I: 96.0; J: 8; K: 96.0
COc1cc(/C=N/N=C(/N)c2nonc2N)cc(Br)c1OCc1cccc(C)c1
  A: 100.0; B: -11.4; C: 97.0; D: 101.0; E: 18.9; F: 102.0; G: 31; H: x; I: 101.0; J: 13; K: 101.0
CCn1cc([N+](=O)[O-])c(C(=O)Nc2cc(C)on2)n1
  A: 99.0; B: 5.2; C: 98.0; D: 100.0; E: 5.4; F: 98.0; G: 7; H: -4.3; I: 99.0; J: 11; K: 100.0

Quoted from the listing:
Mcl1-Bid inh, Cc1cc(Nc2ccc(F)c(Cl)c2)n2ncnc2n1 = -20.8
Avidin fluor, CCOc1ccc(NC(=O)CCN2C(=S)NC(C)(C)CC2C)cc1 (stereo not given) = 12

Other structures follow.
Abbreviations: A = Cdc42 wt GTP; B = Mcl1-Bid inh; C = Rac1 mut GTP; D = Rab2A wt mod; E = Mcl1 Noxa PPI; F = Rab7 wt GTP bind; G = Avidin fluor; H = Pf gametocyte; I = HRas wt GTP bind; J = GSH bead fluor; K = Rac1 wt modul
COc1ccccc1C(=O)Nc1nc2cc3c(cc2s1)OCCO3
  A: 96.0; B: 3.0; C: 96.0; D: 97.0; E: -4.6; F: 95.0; G: 7; H: x; I: 97.0; J: 18; K: 98.0
COc1ccc(-c2nnc(SCCc3ccccc3)n2N)cc1
  A: 101.0; B: -31.7; C: 97.0; D: 98.0; E: 13.1; F: 98.0; G: 10; H: 4.7; I: 100.0; J: 36; K: 106.0
CCN(CCNC(=O)CN1CCN(Cc2ccc(Cl)cc2)C1=O)c1ccccc1
  A: 101.0; B: 87.4*; C: 99.0; D: 101.0; E: -20.4; F: 99.0; G: 11; H: 7.9; I: 100.0; J: 8; K: 101.0
CCCCC(=O)NC(=S)NNC(=O)CC
  A: 97.0; B: -44.0; C: 98.0; D: 98.0; E: -6.6; F: 95.0; G: 2; H: x; I: 96.0; J: 51; K: 99.0
Cc1ncoc1C(=O)NCCC(c1ccccc1)c1ccccc1
  A: 96.0; B: -24.9; C: 96.0; D: 98.0; E: 1.4; F: 100.0; G: 10; H: -23.4; I: 97.0; J: 16; K: 99.0
COc1ccc(S(=O)(=O)Nc2cc(C)ccc2OC)cc1C
  A: 101.0; B: -11.7; C: 99.0; D: 99.0; E: 13.2; F: 100.0; G: 16; H: -3.3; I: 101.0; J: 31; K: 106.0
Cn1c(Oc2ccc3c(c2)OCO3)nc2c1c(=O)n(Cc1ccccc1)c(=O)n2C
  A: 101.0; B: 17.6; C: 97.0; D: 100.0; E: 3.7; F: 97.0; G: 9; H: 10.1; I: 102.0; J: 20; K: 100.0
Cc1oc(CC(C)C)c(CN)c1C(=O)O
  A: 106.0; B: -18.9; C: 102.0; D: 104.0; E: 3.5; F: 99.0; G: 34; H: -6.1; I: 104.0; J: 18; K: 104.0
CC(Sc1nnc(-c2ccccc2Br)n1-c1cccc(C(F)(F)F)c1)C(N)=O (stereo not given)
  A: 99.0; B: -6.5; C: 97.0; D: 101.0; E: 1.1; F: 98.0; G: 6; H: 16.8; I: 99.0; J: 10; K: 101.0
COc1ccc(CCNC(=O)CC2Nc3ccccc3NC2=O)cc1OC (stereo not given)
  A: 100.0; B: -10.9; C: 98.0; D: 99.0; E: 2.8; F: 99.0; G: 7; H: -37.2; I: 100.0; J: 14; K: 102.0
S=C(NCCc1ccccc1)N1CCN(C2CCCCC2)CC1
  A: 96.0; B: -24.5; C: 94.0; D: 97.0; E: 3.4; F: 95.0; G: 9; H: x; I: 99.0; J: 15; K: 102.0
COc1ccc(C(=O)N[C@H](C(=O)Nc2ccc(OC)nc2)C(C)C)cc1
  A: 103.0; B: -9.6; C: 100.0; D: 100.0; E: -15.3; F: 97.0; G: 21; H: x; I: 100.0; J: 24; K: 107.0
O=C(c1cccc(C(=O)N2CCN(c3ccccc3F)CC2)c1)N1CCN(c2ccccc2F)CC1
  A: 104.0; B: 8.3; C: 97.0; D: 107.0; E: 12.8; F: 106.0; G: 6; H: x; I: 105.0; J: 58; K: 107.0

Compounds from the list above with fluorine:
Abbreviations: A = Cdc42 wt GTP; B = Mcl1-Bid inh; C = Rac1 mut GTP; D = Rab2A wt mod; E = Mcl1 Noxa PPI; F = Rab7 wt GTP bind; G = Avidin fluor; H = Pf gametocyte; I = HRas wt GTP bind; J = GSH bead fluor; K = Rac1 wt modul
Cc1cc(Nc2ccc(F)c(Cl)c2)n2ncnc2n1
  A: 100.0; B: -20.8; C: 98.0; D: 97.0; E: -22.3; F: 93.0; G: 4; H: x; I: 94.0; J: 12; K: 99.0
CC(Sc1nnc(-c2ccccc2Br)n1-c1cccc(C(F)(F)F)c1)C(N)=O (stereo not given)
  A: 99.0; B: -6.5; C: 97.0; D: 101.0; E: 1.1; F: 98.0; G: 6; H: 16.8; I: 99.0; J: 10; K: 101.0
O=C(c1cccc(C(=O)N2CCN(c3ccccc3F)CC2)c1)N1CCN(c2ccccc2F)CC1
  A: 104.0; B: 8.3; C: 97.0; D: 107.0; E: 12.8; F: 106.0; G: 6; H: x; I: 105.0; J: 58; K: 107.0
